# NCI-60 one-dose screen, 48 h, at 10 µM unless noted. Numbers give growth in % (100 = growth as untreated, 0 = no growth, -100 = all killed).
# HOP-92 = HOP-92 NSCLC cells; 71,000 tested, 6.3% active; AID 1794738
# UACC-257 = UACC-257 melanoma. AID 1794764. 78,000 tested, 4.4% active
# M14 = M14 melanoma; 80,000 tested, 6.2% active
# EKVX = EKVX NSCLC | 71,000 tested, 3% active | AID 1794765
# UACC-62 = UACC-62 melanoma. 81,000 tested, 5.4% active
# HOP-62 = HOP-62 NSCLC. AID 1794735. 80,000 tested, 3.9% active
# MALME-3M = MALME-3M melanoma; 78,000 tested, 5.8% active; AID 1794766
# A549/ATCC = A549/ATCC NSCLC. 81,000 tested, 3.7% active. AID 1794740
# * hit, by the source's call; x = no result given; & = joins results of further samples; [ ] = dose if it differs, or a comment. Rule for the calls: active = growth percent below 10; inactive = the rest.
SMILES,HOP-92,UACC-257,M14,EKVX,UACC-62,HOP-62,MALME-3M,A549/ATCC
COc1cc(CNC(=O)CCCC/C=C/C(C)C)ccc1OCc1n[nH]c(=S)o1,101,106,x,96,98,111,93,101
CN(C)c1ccc(/C=N/Nc2nc(N/N=C/c3ccc(N(C)C)cc3)nc(N3CCCCC3)n2)cc1,84,104,73,97,101,82,-67*,78
O=C(CI)NC(=O)NC(=O)NCCc1ccc(O)cc1,119,119,94,108,106,87,80,104
COc1ccc(O)c(-c2cc(-c3ccc(Cl)cc3)c(C#N)c(=O)[nH]2)c1,36,x,50,105,x,64,105,87
Cc1ccc(-c2cc(-c3cccc(Nc4ccnc5cc(Cl)ccc45)c3)nc3nc(N)[nH]c(=O)c23)cc1,15,102,106,x,98,113,108,102
CC(C)(C)Nc1nc2c(OCCc3ccccc3)cccn2c1-c1ccc(O)cc1,28,98,63,39,70,80,63,49
Cc1cc2c(cc1C)NC(=O)CC(c1ccccc1)=N2,x,118,115,104,112,110,112,106
COc1ccc(CN2CCc3c(NCc4ccccc4)nc(N)nc3C2=O)c(OC)c1,12,98,87,88,72,72,104,98
COc1cc(C)c2c(c1OC)C(=O)CC2,x,115,113,120,104,109,x,107
NC(=O)c1ccccc1[N+](=O)[O-],114,98,102,96,109,94,84,101
CCOC(=O)C1=C(C)NC(C)=C(C(=O)OC(C)C)C1c1cccc(C#N)c1 (stereo not drawn),114,104,105,91,93,101,97,100
CC(=O)C1=C(O)C2(O)C(=O)c3c(c(C)c4ccc(C)c(O)c4c3O)CC2C(N)C1=O (stereo not drawn),x,101,103,101,91,103,91,105

# The closing three compounds of the section above are carried over, then new ones follow.
SMILES,HOP-92,UACC-257,M14,EKVX,UACC-62,HOP-62,MALME-3M,A549/ATCC
NC(=O)c1ccccc1[N+](=O)[O-],114,98,102,96,109,94,84,101
CCOC(=O)C1=C(C)NC(C)=C(C(=O)OC(C)C)C1c1cccc(C#N)c1 (stereo not drawn),114,104,105,91,93,101,97,100
CC(=O)C1=C(O)C2(O)C(=O)c3c(c(C)c4ccc(C)c(O)c4c3O)CC2C(N)C1=O (stereo not drawn),x,101,103,101,91,103,91,105
C=CCNC(=S)NNC(=O)CN1CCN(c2cc3c(cc2F)c(=O)c(C(=O)O)cn3C2CC2)CC1,96,103,102,100,101,92,91,106
Cc1cnc(SCc2ccc(Cl)cc2)nc1Nc1ccc(Cl)cc1Cl,102,97,108,98,81,93,107,98
Cc1ccc(C)c2c1SC1=NNC(Nc3ccccc3)=C(C#N)C(=N)N12,50,100,106,x,99,99,145,104
CCOc1cccc(/C=N\Nc2ccc(S(=O)(=O)O)cc2)c1,105,106,105,105,106,92,112,105
Cc1c(C(=O)NCCc2ccc(N3CCCCC3)cc2)nn(-c2ccc(Cl)cc2Cl)c1-c1ccc(Cl)cc1,69,77,82,65,89,94,102,74
CN(C)c1ccc(C(c2ccc(O)cc2)c2ccc(N(C)C)cc2)cc1,91,x,89,91,80,100,91,x
CC(C)NCCCCCCl,x,93,106,x,110,120,107,104
CCOC(=O)c1sc2ncnc(Nc3ccc(OCc4cccc(F)c4)cc3)c2c1C,79,88,95,92,x,72,69,90
C=C(C)[C@@H]1CC[C@]2(C(=O)N3CCN(C)CC3)CC[C@]3(C)[C@H](CC[C@@H]4[C@@]5(C)C/C(=C/c6cc(C(F)(F)F)cc(C(F)(F)F)c6)C(=O)C(C)(C)[C@@H]5CC[C@]43C)[C@@H]12,96,107,103,94,101,99,103,107
CCCCC(=O)OCc1cc(=O)c(O)co1,103,102,102,102,98,103,98,102
CCOC(=O)C1=C(C(C)=O)C(c2ccccc2[N+](=O)[O-])C(C(C)=O)=C(C(=O)OCC)N1,93,102,100,68,93,88,98,104
Cc1ccccc1-c1nc(SCC(=O)N2CCN(c3ccccc3)CC2)n[nH]1,x,123,107,x,106,98,88,102
O=C1CC(=O)N(c2cn3c(-c4ccccc4)csc3n2)N1,63,98,101,x,85,86,141,93
CC(C)(C)NCC(O)COc1c(Br)c(Br)c(Br)c2c1OC(C)(C)C2 (stereo not drawn),-58*,107,-73*,50,-80*,-85*,-83*,-72*
C[C@H](c1nc2ccc(Cl)cn2c1NCc1ccccc1)[C@H]1CC[C@H]2[C@@H]3CCC4=CC(=O)CC[C@]4(C)[C@H]3CC[C@]12C,36,67,66,63,68,88,89,64
CC(C)OC(=O)Oc1cccs1,104,101,104,x,114,103,104,107
Cc1cc(=O)oc2cc(OCCN(C(C)C)C(C)C)ccc12,112,103,104,114,110,143,111,125
CN(C)c1cccc2c(S(=O)(=O)Nc3cccc(-c4csc(NC(=O)CN5CCOCC5)n4)c3)cccc12,55,70,92,76,44,93,89,72
Oc1[nH]c2ccccc2c1N=Nc1n[nH]c(=S)n1/N=C/c1cc(-c2ccccc2)cs1,122,113,101,77,92,77,114,98
C[n+]1cccc(C(=O)NN)c1,104,x,102,100,99,82,112,81
C#CCNC(=O)[C@]1(C)CCC[C@]2(C)[C@H]3C[C@H]4C(C(C)C)=C[C@]3(CC[C@H]21)[C@@H]1C(=O)CCC(=O)[C@@H]14,87,94,98,93,69,98,103,89
CC1Cc2c(Cl)ncnc2N2CCc3cccc1c32 (stereo not drawn),80,x,100,59,77,91,117,95
CC(=O)c1ccc(N=NN(C)C)cc1,98,x,105,x,117,99,106,x
CC(C)C[C@H](C(=O)N[C@@H](C)C(N)=O)N1CC=CCN(O)S1(=O)=O,116[5 µM],86[5 µM],108[5 µM],176[5 µM],108[5 µM],102[5 µM],148[5 µM],102[5 µM]
CC1(C)OCC(C2OC2C2COC(C)(C)O2)O1 (stereo not drawn),x,111,96,113,113,99,105,104
CSc1ncnc2[nH]ccc12,x,103,99,116,102,105,119,95
C#Cc1cccc(Oc2ccccc2NC(=O)C=C)c1,84[8.25 µM],89[8.25 µM],98[8.25 µM],106[8.25 µM],91[8.25 µM],100[8.25 µM],97[8.25 µM],97[8.25 µM]
COc1ccc(Oc2nc(Nc3ccc(N4CCCCC4)nc3)ncc2NC(=O)c2cc(OC)cc(OC)c2)cc1,76,59,32,41,19,42,64,42
CS(=O)(=O)OCC(COS(C)(=O)=O)C(c1ccccc1)c1ccccc1,85,111,106,99,90,91,100,92
Clc1cccc(Cl)c1/C=C/c1cc(/C=C/c2c(Cl)cccc2Cl)[nH]n1,102,59,5.5*,42,39,50,60,39
CC1(C)N=C(N)N=C(N)N1c1ccc(S(=O)(=O)Nc2ccccn2)cc1,108,97,103,102,96,96,108,98
COc1cc(-c2ccc3ncnc(NCc4ccccc4)c3c2)cnc1OC,5.5*,76,86,6.5*,47,36,95,39
O=C1Nc2ccc(Cl)cc2/C1=C/c1cccc(OCc2ccccc2)c1,17,46,27,19,26,33,46,43
COc1ccc(-c2nc(-c3ccccc3)c(-c3ccccc3)[nH]2)cc1OC1CCCC1,13,80,56,x,57,113,103,62
Cc1nc(C(N)=O)nc2ccccc12,44,108,89,96,101,63,121,113
CC(O)CNC(Cc1ccccc1)c1ccccc1 (stereo not drawn),75,102,89,98,91,82,97,89
Cn1c(-c2ccccc2)c(C(C[N+](=O)[O-])c2ccco2)c2ccccc21 (stereo not drawn),63[9.25 µM],93[9.25 µM],93[9.25 µM],85[9.25 µM],66[9.25 µM],96[9.25 µM],81[9.25 µM],79[9.25 µM]
COc1cc(NCC(=O)Nc2cc(Nc3ccccc3)ncn2)c(Cl)c(OC)c1Cl,111,102,91,88,85,85,108,89
CCOC(=O)C(Cc1ccccc1)n1c(O)c(C=N)sc1=S (stereo not drawn),x,94,91,81,79,90,80,87
CC(OC(=O)Nc1ccccc1)C(=O)OC1CCCCC1 (stereo not drawn),97&103,104&117,101&117,103&104,91&94,105&105,94,90&114
S=C(NCc1ccccc1)N1CCC(CCCC2CCN(C(=S)NCc3ccccc3)CC2)CC1,78,100,100,84,79,97,104,96
N#CCC(=O)NCc1nc2ccccc2[nH]1,88,106,94,88,95,93,97,103
CC(=O)CC(=O)Nc1nc(C)cs1,109,116,89,110,100,98,118,104
CCOc1ccc(-n2nc(C(=O)Nc3ccc(F)c(F)c3F)nc2-c2cc(OC)c(OC)c(OC)c2)cc1,85,101,94,79,90,86,87,86
COc1cc(OC)c(S(N)(=O)=O)cc1C(=O)/C=C/c1ccc2c(c1)OCO2,x,93,102,89,91,97,110,90
COC(=O)CNC(=O)COc1c(OC)c(OC)cc2oc(-c3cccc(C(=O)Nc4ccc(Cl)cc4)c3)cc(=O)c12,39,59,7.3*,64,13,-34*,-26*,75
Cc1cc(=O)n2nc(SCc3nnc4n(Cc5ccccc5)c(=O)c5c6c(sc5n34)CCCC6)sc2n1,x,128,109,103,85,95,101,94
COc1ccc([C@H]2[C@H](C(=O)Nc3cccc(C)n3)c3ccccc3C(=O)N2c2ccccc2)cc1,85,x,86,95,98,95,97,63
O=C1c2ccccc2C(=O)N1CN1CCN(c2cc(=O)[nH]c3ccc(F)cc23)CC1,x,100,99,44,98,96,102,101
O=C(Nc1ccc(Cl)cc1)c1cc2cc(F)ccc2cc1O,-11*,-24*,16,17,11,12,-3.1*,6.1*
CCCCN(CCCC)CCCCCCCCC(O)c1cc2ccccc2c2ccccc12 (stereo not drawn),x,91,46,60,62,77,77,57
COc1ccc(N=C2NN=C(c3ccc(F)cc3)CS2)cc1OC,73,x,105,99,87,96,104,92
COCCCNc1nc(NC(=O)c2ccc(F)cc2C)cc(-c2cccnc2)n1,67,84,103,108,86,99,107,80
COc1ccc(C(O)c2cc3c(N)c(C(=O)Nc4ccc(Br)cc4)sc3nc2C)cc1 (stereo not drawn),44,32,3.9*,32,26,23,25,24
CCc1cc(O)c([N+](=O)[O-])cc1[N+](=O)[O-],98,102,102,108,103,104,103,106
N#C/C(=C/c1cccc([N+](=O)[O-])c1)C(N)=O,117,102,99,122,85,96,132,100
O=C1/C(=C/c2cccc3cnccc23)Cc2cc(F)ccc21,75,113,88,91,86,65,98,99
CCC(C)N(C)c1ccc(N(C)C(C)CC)cc1 (stereo not drawn),87,86,111,104,83,101,145,96
CCN(CC)CCOc1ccc(/C=N/Nc2nc3c([nH]2)c(=O)n(C)c(=O)n3C)cc1,95,108&102,98&97,96&99,100&94,108&103,82&97,110&104
O=C1Nc2ccc(C(=O)O)cc2/C1=N/c1n[nH]c(=S)s1,107,96,97,100,83,98,112,97

# 2 entries picked at random from the list so far:
SMILES,HOP-92,UACC-257,M14,EKVX,UACC-62,HOP-62,MALME-3M,A549/ATCC
COc1ccc(CN2CCc3c(NCc4ccccc4)nc(N)nc3C2=O)c(OC)c1,12,98,87,88,72,72,104,98
CC(=O)C1=C(O)C2(O)C(=O)c3c(c(C)c4ccc(C)c(O)c4c3O)CC2C(N)C1=O (stereo not drawn),x,101,103,101,91,103,91,105

# The list continues.
SMILES,HOP-92,UACC-257,M14,EKVX,UACC-62,HOP-62,MALME-3M,A549/ATCC
CCOC(=O)CC(=O)c1ccc(OC)cc1,90,103,106,110,96,92,99,90
COc1ccc2[nH]c(=O)cc(-n3ncc(C#N)c3N)c2c1,101,103,86,94,91,98,97,105
O=C(Nc1nc(-c2ccc(Br)cc2)cs1)c1cc(-c2ccc(Cl)cc2)nc2ccccc12,48,70,97,60,78,66,112,60
O=C1NCC(c2cc3ccc4ccccc4c3[nH]c2=O)Nc2ccccc21 (stereo not drawn),99,x,102,96,95,93,97,82
C[C@H](CCC(=O)O)[C@H]1CC[C@H]2[C@@H]3[C@H](O)C[C@@H]4C[C@H](O)CC[C@]4(C)[C@H]3C[C@H](O)[C@]12C,104,107,81,97,102,93,118,107
COc1ccc(NC(=O)Cn2c(/C=C/c3ccc4c(c3)OCO4)nc3ccccc3c2=O)cc1,50,108,82,99,59,83,86,112
C=CCn1cc(-c2nc3ccccc3s2)c2cc(-c3ccc4c5c(cccc35)C(=O)N(CCN(C)C)C4=O)ccc21,103,100,103,96,99,99,110,102
Oc1ccc2ccc(O)cc2c1,x,99,98,x,97,96,94,102
CSc1c(-c2nc3ccccc3s2)c(N)nc2c(C(=O)Nc3ccc(Cl)cc3)c(Nc3ccccc3)nn12,x,98,107,103,96,102,95,106
Cn1c(SCC(=O)Nc2ccc([N+](=O)[O-])cc2)nc2ccccc2c1=O,86,86,106,69,65,79,92,94
COC(=O)[C@@H]1[C@H](O)[C@H](C)[C@H](O)[C@@](C)(O)/C=C\C=C(C)C(=O)Nc2c(C)c(OC(C)=O)c3c(c2O)C(=O)C(C)=C2OCOC(=C23)C(C)=C[C@@](C)(O)[C@H](O)[C@@H](C)[C@H]1OC(C)=O,x,107,122,108,98,111,101,110
Cc1c(-c2nn(-c3ccccc3)cc2/C=N\O)nnn1-c1ccc(Cl)cc1,94,107,106,93,98,94,111,101

# 2 successive compounds from above, for reference:
SMILES,HOP-92,UACC-257,M14,EKVX,UACC-62,HOP-62,MALME-3M,A549/ATCC
CCOC(=O)CC(=O)c1ccc(OC)cc1,90,103,106,110,96,92,99,90
COc1ccc2[nH]c(=O)cc(-n3ncc(C#N)c3N)c2c1,101,103,86,94,91,98,97,105

# (more compounds)
SMILES,HOP-92,UACC-257,M14,EKVX,UACC-62,HOP-62,MALME-3M,A549/ATCC
N#CC1=C(N)CCNC1,x,100,103,92,99,114,99,104
COc1ccc(NCN2C(=O)c3ccccc3C2=O)cc1,90,83,88,90,77,98,97,79
COc1cc(CNC(=O)CCSc2nc3ccccc3c(=O)n2Cc2cc(OC)c(OC)c(OC)c2)cc(OC)c1OC,45,59,6.6*,x,36,29,41,35
CCN(CC)S(=O)(=O)c1ccc(N)cc1,85,85,105,108,86,100,97,91
Cc1ccc(COc2ccc(NC(=O)Nc3ccccc3)cc2)cc1,106,98,96,106,96,110,104,97
CC(C)COC(=O)c1ccc(NC(=O)CN2CCOCC2)cc1,111,101,98,102,103,94,91,100
